High-throughput results deposited in PubChem by National Center for Advancing Translational Sciences (NCATS).
RXFP1 antag = RXFP1 (human) relaxin receptor antagonism; Q9HBX9; HEK293-RXFP1, relaxin-stimulated cAMP HTRF, 30 min; stronger effect = lower value; activity change, negative = inhibition, % at 57.5 µM; 350,000 tested, 0.59% active; AID 1259400;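 active = activity change of -60% or lower, but not beyond a set lower limit; inconclusive = change between -60% and -40%, or beyond the set limit; inactive = change above -40%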; note: % is set by controls: 0 for no effect and ±100 for the full control effect
D1 PAM = enhances dopamine response at the human D1 receptor | P21728 | AID 504651 | potentiation, % at 10 µM | 360,000 tested, 0.036% active | HEK293 TREx D1 cells, calcium flux, dopamine EC20 potentiation; in the data active = potentiation above about 30%; note: 0% is about no effect
Target sequence (P21728 whole entry, looked up): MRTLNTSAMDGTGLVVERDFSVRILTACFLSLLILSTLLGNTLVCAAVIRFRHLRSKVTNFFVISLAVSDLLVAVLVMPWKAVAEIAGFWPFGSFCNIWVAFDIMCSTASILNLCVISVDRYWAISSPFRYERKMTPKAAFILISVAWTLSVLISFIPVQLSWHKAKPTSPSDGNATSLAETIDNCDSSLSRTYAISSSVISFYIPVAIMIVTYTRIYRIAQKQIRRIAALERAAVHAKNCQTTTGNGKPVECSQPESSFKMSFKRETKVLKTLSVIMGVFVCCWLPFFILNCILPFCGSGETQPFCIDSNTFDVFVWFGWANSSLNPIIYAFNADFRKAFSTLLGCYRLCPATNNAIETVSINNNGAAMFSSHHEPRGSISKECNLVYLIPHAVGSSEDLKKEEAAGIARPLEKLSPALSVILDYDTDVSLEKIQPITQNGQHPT
D2 PAM = positively modulates the human D2 dopamine receptor allosterically; 340,000 tested, 0.34% active; HEK293 T-REx D2, calcium flux, EC20 dopamine potentiation; P14416; potentiation, % at 10 µM;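 active = potentiation over 3 SD above the plate norm, cut at about 30% in these data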; note: 0% is about no effect
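Using a no-wash calcium dye in inducible, force-coupled HEK293 Trex cells expressing D2, we tracked fluorescence each second for 180 s after compound, then for 180 s after EC20 dopamine to detect augmented signalling.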
TRHR enhancer = allosteric enhancers of human TRH receptor; 360,000 tested, 0.66% active; enhancement, % at 2 µM; AID 493056; TRHR cells, fluo-8 calcium fluorescence, EC20 TRH enhancement; P34981; in the data active = enhancement above about 30%; note: 0% is about no effect
Target sequence (P34981 whole entry, looked up): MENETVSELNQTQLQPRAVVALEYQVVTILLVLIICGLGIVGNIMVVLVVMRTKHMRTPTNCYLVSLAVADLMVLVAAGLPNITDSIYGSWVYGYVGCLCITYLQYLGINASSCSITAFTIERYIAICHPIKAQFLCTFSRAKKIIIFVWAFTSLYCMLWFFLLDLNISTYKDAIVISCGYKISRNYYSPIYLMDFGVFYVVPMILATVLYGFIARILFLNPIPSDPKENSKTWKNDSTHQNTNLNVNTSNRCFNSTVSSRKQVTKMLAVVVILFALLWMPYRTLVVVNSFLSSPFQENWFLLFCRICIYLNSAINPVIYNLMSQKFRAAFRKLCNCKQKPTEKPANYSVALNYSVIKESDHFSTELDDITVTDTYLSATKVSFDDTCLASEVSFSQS
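TRHR-expressing cells loaded with fluo-8 calcium dye were read kinetically (ex 480/em 530) during compound addition, then stimulated with an EC20 of TRH (10 nM final). Enhancement of the Gq-mediated intracellular calcium response was scored.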
D2 agonist = D2 dopamine receptor (human) agonism; HEK293 T-REx D2 cells, calcium flux agonist mode; activation, % at 2 µM; 340,000 tested, 0.53% active; AID 485358;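 active = activation over 3 SD above normal in the single-dose calcium agonist read, cut at about 30% in these data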; note: 0% is about no effect
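Tetracycline-induced HEK293 Trex cells with D2 receptor force-coupled to calcium signaling, plated overnight at 30 C and loaded with no-wash calcium dye. Calcium flux read kinetically for 180 s after compound addition; responses flag agonists.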
D1 ag = agonists of human D1 dopamine receptor. P21728. HEK293 T-REx D1 cells, calcium flux, agonist mode. activation, % at 2 µM. 360,000 tested, 1% active; note: 0% is about no effect
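Inducible HEK293 T-REx D1 cells, force-coupled to calcium signalling, were plated at 4000 cells/well with tetracycline and held overnight at 30 C. After no-wash calcium dye loading, compound-evoked calcium rise over 180 s flagged agonists.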
D2 antagonist = antagonists of human D2 dopamine receptor | P14416 | HEK293 TREx D2 cells, calcium flux, dopamine EC80 | inhibition, % at 10 µM | 340,000 tested, 2% active | AID 485344; in the data active = inhibition above about 30%; note: 0% is about no effect
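Compounds are added to dye-loaded, induced HEK293 T-REx cells coupled to calcium release via D2; after a 3 min kinetic read an EC80 dopamine stimulus is given and fluorescence is recorded for 3 more min.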
TRHR ag = activates the human TRH receptor | P34981 | TRHR cells, calcium flux fluo-8, FDSS agonist mode | activation, % at 2 µM | 360,000 tested, 0.18% active; note: 0% is about no effect
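Fluo-8-loaded TRHR cells; 10 s baseline, compound added, kinetic Ca2+ fluorescence read 1/s, agonist mode.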
D1 antag = blocks dopamine activation of the human D1 receptor | P21728 | HEK293 TREx D1 cells, calcium flux, dopamine EC80; stronger effect = lower value | activity change, negative = inhibition, % at 10 µM | 360,000 tested, 3.2% active | AID 504652; in the data active = activity change below about -30%; note: % is set by controls: 0 for no effect and ±100 for the full control effect
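Using tetracycline-induced force-coupled D1 Hek293 cells and a calcium dye, signals were followed for 180 s after compound, then for 180 s after EC80 dopamine, to detect inhibitors.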
Active calls of the source: *; u = inconclusive; x = not tested or not shown; & = joins results of further samples. Cut-off read from the data, not from the text of the source, unless noted: active = activation above about 30%; inactive = the rest.

SMILES	RXFP1 antag	D1 PAM	D2 PAM	TRHR enhancer	D2 agonist	D1 ag	D2 antagonist	TRHR ag	D1 antag
CCOC(=O)Nc1ccc2nc(Sc3ccc(Cl)cc3)sc2c1	-16	-6	5	-7	1.0	7	-19	0.4	-34*
CC(CCc1ccccc1)NC(=O)Cn1ncc2c3ccccc3n(Cc3ccccc3F)c2c1=O (stereo not drawn)	-2	-3	1	-2	-0.1	1	x	-0.4	10
O=C(CSc1nnc(Nc2ccccc2F)s1)c1cc2ccccc2o1	-7	-7	8	-1	-1.4	-1	14	-0.1	3
O=C(CSc1nnc(NCc2ccccc2)s1)NC1CCS(=O)(=O)C1 (stereo not drawn)	-7	6	-17	1	1.4	1	-6	0.3	4
CCOC(=O)Cc1csc(NC(=O)Cc2ccccc2)n1	-9	-3	-2	-4	0.7	2	6	-0.1	25
CC(C)(C)NC(=O)Cn1c(SCC(=O)NC2CCCC2)nc2ccccc21	-8	-4	9	11	0.8	0	14	0.6	1
CCCCn1c(N)c(N(CCC(C)C)C(=O)COC(=O)c2ccccc2)c(=O)[nH]c1=O	-7	1	8	-1	0.1	2	-6	0.7	8
CCOC(=O)CSc1cc(C)nc(N)n1	0	1	-6	2	1.5	0	-4	0.0	9
CC(=O)Nc1ccc(C(=O)CSc2nnc(C)o2)cc1	0	-7	-9	-4	-0.2	4	24	0.6	14
CC(C)(C)NC(=S)N/N=C/c1cccnc1	-3	1	9	7	0.7	1	-4	0.3	4
CCOC(=O)c1c(NC(=O)c2cccs2)sc2c1CCN(C(=O)OCC)C2	-5	-2	11	-2	0.7	1	9	1.0	0
N#CC1(NC(=O)COC(=O)CN2C(=O)c3ccccc3C2=O)CCCCC1	15	2	-5	3	-0.6	4	-9	0.4	0
CCn1c(CNC(=O)c2ccccc2)nnc1SCC(=O)N1CCN(c2ccccc2)CC1	-3	-3	-11	4	-0.2	2	-16	0.1	-5
COc1ccc(C2/C=C\CN(C(=O)Nc3ccccc3)CC(=O)N2Cc2ccc(F)cc2)cc1 (stereo not drawn)	x	-5	2	-3	0.0	2	-29	0.0	21
COc1ccc(OC)c(NC(=O)c2cc(C3CC3)nc3c2c(C)nn3-c2ccc(C)cc2)c1	5	8	-3	-8	-0.6	1	x	0.9	-1
CCOc1ccc(-c2nc(CSc3nnc(N)s3)cs2)cc1	-12	-2	-5	3	0.7	1	2	-0.6	2
Cc1ccc(CN(c2ccc(C(=O)NCC3CCCO3)cc2)S(C)(=O)=O)cc1 (stereo not drawn)	4	10	0	-3	-0.7	7	-6	0.2	-1
O=C(COC(=O)c1cncc(Br)c1)Nc1ccc(N2CCCCC2)cc1	-3	-2	18	8	0.3	1	-23	-0.1	-6
Cc1nc2ccccc2c2oc(C(=O)NCc3ccc4c(c3)OCO4)cc12	-13	12	-5	5	-1.7	4	0	-0.7	-8
CC(=O)c1cnc2cc(-c3ccc(C)cc3)nn2c1C	10	-5	-1	10	0.8	0	-1	1.0	-8
COc1ccccc1-c1nnc(SCC(=O)NCc2ccco2)n1N	1	-3	5	28	1.7	2	2	0.1	0
CCCCn1nnnc1NCc1cc(OC)c(OC)c(OC)c1	8	-5	7	0	-0.7	2	-5	0.6	-9
C/C(=N\NC(=O)c1ccc(CSc2nncn2C)cc1)c1ccc(Cl)cc1	-6	-2	2	5	-0.1	3	-4	-0.5	-32*
CC(=O)c1c(C)oc2ccc(N(C(=O)C3CCCCC3)S(=O)(=O)c3cc([N+](=O)[O-])ccc3C)cc12	-2	6	3	0	0.3	2	-3	-0.2	-4
COc1ccc(CCC(=O)Nc2nccs2)cc1OC	-5	-4	-5	-1	-0.1	5	16	-0.8	5

Look-ups from the entries so far.
CC(CCc1ccccc1)NC(=O)Cn1ncc2c3ccccc3n(Cc3ccccc3F)c2c1=O (stereo not drawn) in D1 antag: 10
CCOc1ccc(-c2nc(CSc3nnc(N)s3)cs2)cc1 in TRHR enhancer: 3

Other compounds follow:
SMILES	RXFP1 antag	D1 PAM	D2 PAM	TRHR enhancer	D2 agonist	D1 ag	D2 antagonist	TRHR ag	D1 antag
COC(=O)C(=Cc1ccc(-c2ccsc2C(=O)OC)o1)C(=O)OC	-11	2	11	11	0.6	1	25	-0.1	1
Cc1cc2oc(C(=O)N(Cc3ccccc3)C3CCS(=O)(=O)C3)cc(=O)c2cc1Cl (stereo not drawn)	-7	-5	-2	-6	0.1	0	14	-0.7	0
O=C(CSc1nnc(NC(=O)c2c(F)cccc2F)s1)NCC1CCCO1 (stereo not drawn)	-1	-2	-13	-4	0.9	2	74*	-0.3	6
Cc1cccc(NS(=O)(=O)c2ccc(C(=O)NCC(c3ccccc3)N(C)C)cc2)c1C (stereo not drawn)	-17	-2	-18	-6	1.9	48*	-5	2.7	1
O=C(N/N=C/c1cn(-c2ccccc2)nc1-c1cccs1)c1ccccc1F	x	-2	-1	0	-0.9	1	-1	-0.1	1
COc1ccc(NC(=O)Cn2c(=O)n(CC(=O)NCc3ccco3)c(=O)c3ccccc32)cc1OC	13	-8	2	0	0.0	2	-2	0.1	2
OC1CCCC1	x	2	7	2	-0.4	6	9	-0.1	x
COc1ccc(N2CCN(C(=N)/C(C(C)=O)=C(\C)O)CC2)cc1	-17	9	-4	2	-0.4	1	0	0.3	-15
COc1ccc(NC(=O)CSc2oc(-c3ccc(F)cc3)nc2S(=O)(=O)c2ccc(C)cc2)c(OC)c1	-12	1	-2	-3	0.2	3	x	0.3	25
CCCC12CN3CC(C)(CN(C1)C31C(=O)Nc3ccc(C)cc31)C2=O (stereo not drawn)	-17	-4	-6	3	-2.0	3	-15	0.2	0
Cc1ccc(S(=O)(=O)n2c(=O)oc3ccccc32)cc1	-3	-2	4	5	-0.4	5	13	-0.3	3
O=c1c2cnn(-c3ccccc3)c2ncn1Cc1ccco1	-10	0	-6	1	-0.5	0	-2	-0.5	-6
Cc1ccn2c(=O)cc(C)nc2c1	-3	1	0	-1	0.7	5	-21	0.9	-12
CCCOc1ccc(CNC(=S)N/N=C/c2ccc([N+](=O)[O-])cc2)cc1	-6	-3	8	2	-0.2	1	3	-0.4	x
CSc1c(CC(=O)Nc2ccc(F)cc2)n(Cc2ccccc2)c2ccccc12	6	-12	-1	-11	0.0	3	1	1.3	-19
Nc1c(C(=O)Nc2ccc(Cl)c(C(F)(F)F)c2)sc2nc(-c3ccncc3)ccc12	-2	-2	5	1	1.7	8	x	5.6	-1
Cc1nc(SCc2ccc(C#N)cc2)n[nH]1	4	0	-3	-8	-0.5	5	11	-0.4	7
CCOc1cc(C=O)ccc1OCCSc1ccc(Cl)cc1	-11	-1	10	5	-0.1	4	-7	0.3	-37*
CC1Sc2ccc(S(=O)(=O)CCC(=O)N3CCN(c4ccccc4)CC3)cc2NC1=O (stereo not drawn)	-2	-7	2	-2	4.2	3	0	-0.1	-11
CC1(C)CC(NC(=O)CCc2ccccc2)CC(C)(C)N1	-2	-2	6	9	1.7	1	-12	2.2	10
O=C(CCc1nc2ccccc2c(=O)[nH]1)N1CCN(C/C=C/c2ccccc2)CC1	-18	-6	-31	-2	19	10	10	-0.5	0
COc1ccc(CN2C(=O)c3ccccc3C2OC)cc1 (stereo not drawn)	5	-1	-7	-2	2.5	3	-19	-0.2	0
FC(F)(F)c1cccc(Nc2nc(N3CCCC3)nc(N3CCCC3)n2)c1	-11	0	-16	-8	0.8	2	16	-0.4	8
CCOc1ccc2[nH]c3nc(SCC(=O)OC(C)C)nnc3c2c1	0	1	-5	2	0.4	2	-2	0.2	-5
COc1ccc(C(=O)NNC(=O)CN2CCN(c3nc(-c4ccccc4)cs3)CC2)cc1	-8	1	16	6	-2.5	2	-5	-0.2	8
More results
SMILES	RXFP1 antag	D1 PAM	D2 PAM	TRHR enhancer	D2 agonist	D1 ag	D2 antagonist	TRHR ag	D1 antag
O=C(Nc1nccs1)C1CC2CCC1C2 (stereo not drawn)	-4	-9	x	6	x	4	x	-0.6	26
COc1ccc(/C=C(/C#N)C(=O)Nc2ccccc2C)cc1C(=O)O	0	-1	-4	-3	-0.6	2	-24	0.0	-4
CCOC(=O)N1CCC(NC(=O)c2cc(C(=O)NC3CCN(Cc4ccccc4)CC3)ccc2CO)CC1	4	-1	x	-7	-0.7	2	2	-0.4	-3
CCOC(=O)C1CCN(C(=O)c2n[nH]c(=O)c3ccccc23)CC1	-4	1	1	-4	0.1	3	-22	0.6	-7
Cc1nc(SCC(=O)N(CC(C)C)C2CCS(=O)(=O)C2)c(C#N)c(C)c1C (stereo not drawn)	-14	2	-3	-4	0.0	0	2	-0.2	-2
C/C(=N/NS(=O)(=O)c1ccc(Cl)cc1)c1cccc(NC(=O)c2ccc(Cl)cc2Cl)c1	4	-4	-4	-8	0.2	5	8	-0.3	-17
Cc1oc(-c2ccccc2F)nc1CN1CCC(C(=O)NCc2ccco2)CC1	-11	0	-10	-1	21	2	-3	-0.6	0
COCC(=O)Nc1cc(C)cn(Cc2cccc(C(F)(F)F)c2)c1=O	-2	2	4	2	1.8	1	-18	0.9	-3
Cc1ccc(NC(=O)CCN2C(=O)NC(C)(C)C2=O)cc1F	17	-1	x	0	x	3	x	0.0	0
Cc1ccc(C(c2sc3nc(-c4ccco4)nn3c2O)N2CCCCC2)cc1 (stereo not drawn)	-2	0	-1	3	0.2	-2	x	0.0	x
c1ccc(NC2=Nc3cccc4cccc2c34)cc1	-8	-9	-7	-2	1.2	5	-1	0.6	-5
O=C(Cc1ccccc1)N/N=C/c1ccc2cccc(O)c2n1	-20	-6	11	0	-1.7	-1	14	-0.1	-8
CCCNC(=O)N1CCC(C(=O)c2ccc(F)cc2)CC1	-2	-8	-7	-3	-0.1	1	-3	-0.3	-2
Cc1ccc(C)c(S(=O)(=O)N2CCN(C(=O)Cn3c(C(F)(F)F)nc4ccccc43)CC2)c1	-1	-3	-1	-10	0.6	2	-7	-0.1	-3
C=CCN(CC=C)C(=O)C1CCN(S(=O)(=O)c2ccc(N3CCCC3=O)cc2)CC1	2	1	11	15	2.2	5	10	0.3	-12
COc1cccc(NC(=O)N2CCCC2)c1	4	0	0	-3	-0.3	1	10	0.3	x
Cc1ccc(Cn2c(Cc3ccccc3)nc3ccccc32)cc1	u	0&-7	0&9	-3&-11	-1.4&0.1	8&7	-9	0.4&-1.9	6&-6
Cc1cc(-n2cnc3c(=O)[nH]cnc32)ccc1N	-3	1	-5	4	0.5	7	-20	2.4	3

Profiles from above. Order of screens: RXFP1 antag, D1 PAM, D2 PAM, TRHR enhancer, D2 agonist, D1 ag, D2 antagonist, TRHR ag, D1 antag
Entry for `Cc1nc(SCC(=O)N(CC(C)C)C2CCS(=O)(=O)C2)c(C#N)c(C)c1C` (stereo not drawn) → -14, 2, -3, -4, 0.0, 0, 2, -0.2, -2
Entry for `C=CCN(CC=C)C(=O)C1CCN(S(=O)(=O)c2ccc(N3CCCC3=O)cc2)CC1` → 2, 1, 11, 15, 2.2, 5, 10, 0.3, -12
Entry for `CCOC(=O)N1CCC(NC(=O)c2cc(C(=O)NC3CCN(Cc4ccccc4)CC3)ccc2CO)CC1` → 4, -1, x, -7, -0.7, 2, 2, -0.4, -3
Entry for `O=C(Cc1ccccc1)N/N=C/c1ccc2cccc(O)c2n1` → -20, -6, 11, 0, -1.7, -1, 14, -0.1, -8
Entry for `Cc1ccc(Cn2c(Cc3ccccc3)nc3ccccc32)cc1` → u, 0&-7, 0&9, -3&-11, -1.4&0.1, 8&7, -9, 0.4&-1.9, 6&-6
